High-throughput results as filed in PubChem.
Giardia FBPA inh: qHTS Assay for Inhibitors of Fructose-1,6-bisphosphate Aldolase from Giardia Lamblia; purified Giardia FBPA; A8B2U2; hit rate 0.71% among 290,000; Potency, µM (series often up to 59.6 µM), without a hit: at the top dose activity, negative = inhibition, actives largely listed as inhibitors; also: potency is read from the fitted curve at half-maximal effect; % is scaled to controls: 0 for no effect and ±100 for the full control effect; nearly all actives have a fitted effect of over 55% in size
Target sequence (A8B2U2 whole entry, looked up): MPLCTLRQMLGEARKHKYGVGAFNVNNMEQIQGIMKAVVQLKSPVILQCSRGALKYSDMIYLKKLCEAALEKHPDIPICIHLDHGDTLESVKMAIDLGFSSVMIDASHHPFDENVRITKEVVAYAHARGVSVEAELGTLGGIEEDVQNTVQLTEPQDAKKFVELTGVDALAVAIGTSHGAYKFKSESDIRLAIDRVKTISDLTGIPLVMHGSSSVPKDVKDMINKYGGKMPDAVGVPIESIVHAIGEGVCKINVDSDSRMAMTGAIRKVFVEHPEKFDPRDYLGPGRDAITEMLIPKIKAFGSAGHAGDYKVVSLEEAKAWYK
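40 nM FBPA preincubated 10 min at RT with compound (up to 57.5 uM final), then substrate plus GAPDH/TPI/NAD/arsenate coupling and diaphorase/resazurin added. Fluorescence read after 20 min at RT, 525/598 nm.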
AmpC inh detg: qHTS Inhibitors of AmpC Beta-Lactamase (assay with detergent) | P00811 | AmpC hydrolysis of nitrocefin, absorbance 480 nm, 0.01% Triton | Potency, µM (doses to about 114 µM), for inactives: at the top dose activity change, negative = inhibition, hits mostly inhibitors | hit rate 0.041% among 370,000;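 also: potency is read from the fitted curve at half-maximal effect; 0% = no-compound wells and -100% = no-enzyme wells; nearly all actives have a fitted effect of over 25% in size; some results filed as inactive show a strong effect at the top dose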
Target sequence (P00811 whole entry, looked up): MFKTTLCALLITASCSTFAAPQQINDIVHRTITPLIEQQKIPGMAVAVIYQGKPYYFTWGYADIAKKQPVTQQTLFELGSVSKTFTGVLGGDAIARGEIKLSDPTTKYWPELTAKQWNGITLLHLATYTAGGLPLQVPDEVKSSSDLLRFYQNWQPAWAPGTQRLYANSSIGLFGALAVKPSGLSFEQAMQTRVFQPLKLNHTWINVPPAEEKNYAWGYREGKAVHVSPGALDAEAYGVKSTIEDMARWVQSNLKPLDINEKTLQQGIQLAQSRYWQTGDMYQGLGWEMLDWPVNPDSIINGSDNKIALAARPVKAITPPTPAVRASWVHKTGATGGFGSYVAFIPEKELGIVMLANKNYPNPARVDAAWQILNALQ
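AmpC (5.3 nM in the dispensed reagent) in 20 mM phosphate pH 7.0 with 0.01% (detergent screen) or 0.0001% Triton X-100 was preincubated with compounds for 15 min at room temperature. Nitrocefin was then added from an 800 uM solution, and hydrolysis was followed at 480 nm.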
AMA1 RON2 block: qHTS for Inhibitors of AMA1-RON; Towards Development of Antimalarial Drug Lead: Primary Screen; Potency, µM (top dose mostly 58.2 µM), for the others: at the top dose activity change, negative = inhibition, most hits filed as inhibitors; AlphaScreen AMA1-biotinylated RON2 peptide binding; Plasmodium falciparum AMA1 (3D7) - RON2 peptide interaction; hit rate 0.2% among 360,000; AID 720542, 2013;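 also: potency is read from the fitted curve at half-maximal effect; 0% = vehicle wells and -100% = peptide control; nearly all actives have a fitted effect of over 45% in size; some results filed as inactive show a strong effect at the top dose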
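AMA1 (3D7) with his tag at 25 nM final met compounds first, then biotinylated RON2 peptide at 25 nM; detection used donor plus acceptor beads, 10 µg/mL apiece, read by AlphaScreen after 30 min at room temperature.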
Shiga inhibitor: A qHTS for Small Molecule Inhibitors of Shiga Toxin. Vero cells, Shiga toxin protein synthesis inhibition reporter. inhibition, % at 38.7 µM. hit rate 9.2% among 290,000. AID 2315, 2010; in the data active = inhibition mostly above about 28%, no sharp cut-off; inactive = mostly below about 43%; also: 0% is about no effect
AmpC no deterg: qHTS Inhibitors of AmpC Beta-Lactamase (assay without detergent) | AmpC nitrocefin hydrolysis, absorbance 480 nm, 0.0001% Triton | Potency, µM (top dose mostly 57.1 µM), for the others: at the top dose activity change, negative = inhibition, usual class: inhibitors | P00811 | hit rate 0.52% among 330,000;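 also: potency is read from the fitted curve at half-maximal effect; plate controls were no compound for no effect and no enzyme for full effect; nearly all actives have a fitted effect of over 20% in size; some results filed as inactive show a strong effect at the top dose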
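AmpC (5.3 nM in the dispensed reagent) in 20 mM phosphate pH 7.0 with 0.01% (detergent screen) or 0.0001% Triton X-100 was preincubated with compounds for 15 min at room temperature. Nitrocefin was then added from an 800 uM solution, and hydrolysis was followed at 480 nm.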
HCMV inh: qHTS Assay for inhibitors of the human cytomegalovirus (HCMV) | HFF cells, HCMV-luciferase reporter, 72 h; stronger effect = lower value | activity change, negative = inhibition, % at 57.5 µM | hit rate 4.5% among 410,000; in the data active = activity change below about -60%; inconclusive = no clear call, values can overlap the other calls; inactive = above about -39%; also: % is scaled to controls: 0 for no effect and ±100 for the full control effect
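Two-dose cell screen: HFF monolayers treated with compounds and infected with luciferase-expressing HCMV at 1 PFU/cell, 72 h at 37C, then lysed for luciferase measurement.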
CHX counter: Cycloheximide Counterscreen for Small Molecule Inhibitors of Shiga Toxin. cell reporter, cycloheximide protein synthesis inhibition counterscreen. max response, %. hit rate 12% among 300,000. AID 2314, 2010; in the data active = max response mostly above about 13%, no sharp cut-off; inactive = mostly below about 14%; also: read at 38.3 µM for the half of the compounds with a filed dose; 0% is about no effect
* hit, by the source's call; u = inconclusive; x = not tested or not shown; & = joins results of further samples; [ ] = remark or other dose. Unless noted, calls follow the shape of the dose curve; as a rule, active = well fitted curve in the direction sought with a large enough effect; inconclusive = small, poorly fitted or top-dose-only effect, or another doubt; inactive = no such curve, though single readings can be large; an effect the other way counts as inactive or inconclusive.

compound,Giardia FBPA inh,AmpC inh detg,AMA1 RON2 block,Shiga inhibitor,AmpC no deterg,HCMV inh,CHX counter
Cn1c(CNS(=O)(=O)c2ccc(Cl)cc2)n[nH]c1=S,-24%,-3%,0%,-15,-13%,7,-1
Cc1cc(NC(=O)c2ccc(F)cc2)ccc1NC(=O)c1ccco1,-6%,-4%,2%,40,-16%,-23,9
COC(=O)C1(Cc2cc(-c3ccc(Cl)cc3)no2)CCN(C(=O)OC(C)(C)C)CC1,7%,-13%,-3%,13,124%[activator],-2,-1
COc1ccc(CCNC(=O)C2CCCN(Cc3nc(-c4ccccc4C)oc3C)C2)cc1OC (stereo not given),-1%,-14%,-1%,-13,189%[activator],-21,-3
CCN1CC2([N+](=O)[O-])C=CC(=O)C([N+](=O)[O-])(C1)C2CC(=O)c1ccccc1 (stereo not given),-20%,2%,0%,-21,-27%,28,-6
CC(=O)c1ccc(-c2cc(C3C4C=CCC(C)C4C(=O)N3Cc3ccccc3)ccc2F)cc1 (stereo not given),-1%,x,x,-5,x,x,1
CCOC(=O)/C=c1\s/c(=C(\C#N)C(=O)NC)n(-c2ccccc2)c1=O,0%,-3%,16%,-3,-14%,95,0
O=C(Cn1nnc(-c2ccccc2NC(=O)c2ccccc2F)n1)NC1CCCC1,2%,-6%,-5%,-7,-12%,-38,-2
Cc1ccc(NCC(=O)Nc2ccc(Br)cc2)cc1F,1%,0%,1%,17,-19%,10,1
O=C(NCCN1CCCCC1)Nc1ccc(F)c(Cl)c1,17%,u,-4%,-8,-24%,-27,13
O=C(CN1CCCCC1)NCCNc1ccc(C(F)(F)F)cc1[N+](=O)[O-],0%,-1%,-16%,-8,34%,28,4
O=C1c2ccccc2C(=O)N1CCCc1cn(C[C@H]2CC[C@H](Cn3cc(CCCN4C(=O)c5ccccc5C4=O)nn3)O2)nn1,x,x,24%,x,152%[activator],-17,x
O=C(CNC(=O)c1ccc(Br)o1)Nc1ccc(N2CCCCCC2)cc1,x,-10%,-21%,x,-11%,-12,x
CCc1nnc(NC(=O)CSc2ccc(-c3ccc(F)cc3)nn2)s1,6%,4%,x,17,-31%,x,-5
O=C(O)CCC(=O)N1N=C(c2ccccc2)CC1c1ccc2nccnc2c1 (stereo not given),2%,-16%,26%,-7,-19%,u,7
Cn1c(=O)[nH]c(=O)c2[nH]c(CN3CCN(C(=O)c4ccco4)CC3)nc21,u,0%,30%,-7,-9%,17,7
COc1c2occc2c(OC)c2c(=O)cc(C(F)(F)C(F)(F)F)oc12,8%,-3%,1%,35,0%,-5,-6
O=C(COC(=O)c1ccc(S(=O)(=O)N2CCc3ccccc3C2)cc1)NC1CCS(=O)(=O)C1 (stereo not given),7%,-2%,23%,16,-19%,-19,1
O=C(COC(=O)c1ccc(Br)cc1)NC(=O)NCc1ccccc1,x,12%,-6%,x,-29%,-1,x
O=C(CSc1nc(-c2ccccc2)cc(C(F)(F)F)n1)NCc1ccco1,2%,-6%,7%,-1,-12%,14,-2
O=C(CN1C(=O)NC2(CCCCC2)C1=O)N1CCN(c2ncccn2)CC1,x,-16%,13%[11.6 µM],x,-11%,6,x
COc1ccc(CN2C(=NC(=O)C3CC3)SC3CS(=O)(=O)CC32)cc1OC (stereo not given),9%,0%,17%,-5,1%,50,-4
CC1CCN(CCOc2cc(Cl)ccc2Cl)CC1,-20%,-8%,-14%,-6,-7%,12,-2
Cc1ccccc1Nc1nc(N)nc(CSc2nncn2C)n1,0%,-1%,11%,39,-49%,-3,9
CCN1CCN(C(=O)c2[nH]c3ccc(OC)cc3c2C)CC1,3%,0%,-3%,5,40%,-25,8
COc1ccc2nc(SC(C)C(=O)NC3CCCC3)[nH]c2c1 (stereo not given),x,0%,4%,x,-13%,-24,x
CCCCCCCCCCCCCCOS(=O)(=O)O,u,x,x,-4,x,x,-6
COc1ccc2c(c1)[C@H]1[C@H](CO2)[C@H](c2ccccc2)[C@]2(C)C(=O)Nc3ccccc3C(=O)N12,x,-11%,-22%,x,27%,-36,x
C=C(C)CNC(=S)N/N=C/c1ccc(N2CCOCC2)cc1,-9%,-2%,17%,13,-25%,-78*,-3
CCN(CC(=O)NCCN1CCOCC1)S(=O)(=O)c1ccc(F)cc1,10%,-1%,-9%,-4,-19%,14,-5
CN(C(=O)CCN1C(=O)/C(=C/c2ccccc2F)SC1=S)C1CCS(=O)(=O)C1 (stereo not given),x,-1%,0%,-4,93%[activator],-63*,4
Brc1ccc2ncc(Br)cc2c1,1%,u,37%[activator],-9,-13%,-17,2
CN(C)S(=O)(=O)c1cc(NC(=O)CNCc2ccc(F)cc2)ccc1Cl,u,-8%,-1%,29,-1%,17,23
CC(C)N1C(=O)C2(OCCCO2)c2cc(Br)ccc21,8%,u,16%,10,40%,24,4
Cc1cccnc1NC(=O)C1CCN(S(=O)(=O)c2ccc3c(c2)CCC(=O)N3)CC1,0%,-16%,-9%,-5,-11%,62,-7
CCC(C)Sc1nc2c(c(=O)[nH]1)C(c1cccs1)C1=C(CCCC1=O)N2 (stereo not given),6%,5%,-3%,-3,-58%,-93*,11
CC(=O)c1ccc(NC(=O)CCc2c(C)nn(-c3ccc(N4CCOCC4)nn3)c2C)cc1,8%,3%&15%,-1%,40*,32%,62&72,44*
CCCCc1ccc(NC(=O)COc2ccc(C(=O)Nc3ccccc3C)cc2)cc1,2%,u,x,-12,-33%,x,2
CCOP(=O)(OCC)c1cc(CC)ccc1O,5%,5%,6%,-4,-2%,-19,5
Nc1ncnc2nc(SCc3ccccc3)[nH]c12,-22%,-19%,42%[activator],-7,-9%,80,2
CCOc1cc2c(C)cc(=O)oc2cc1Cl,4%,1%,6%,-3,-14%,70,-2
CCOC(=O)c1c(C)c(C(=O)NCc2ccco2)c(C)n1CC,7%,4%,8%,7,1%,-24,4
O=C1C2Sc3[nH]c(=O)sc3C(c3ccccc3)C2C(=O)N1c1ccccc1 (stereo not given),x,-9%,101%[activator],10,18µM*,-11,6
Cc1ccc(S(=O)(=O)N2CCOCC2)cc1C(=O)c1nccn1C,0%,4%,-9%,-4,21%,-3,-3
CCOc1ccc(-c2cc(C(=O)OC)[nH]n2)cc1,19%,-9%,-1%,89*,-1%,-8,43*
CCN1C(C)=C(C)S/C1=C1\SC(=S)N(C2CCCCC2)C1=O,0%,-3%,-5%,3,6%,u,-2
Cc1cccc(/C=C2/SC(=O)N(Cc3ccccc3Cl)C2=O)n1,3%,-4%,5%,19,-14%,-12,-4
Cc1cccc(CN2CCN(Cc3ccc4nonc4c3)CC2CCO)n1 (stereo not given),-2%,7%,30%,-14,-14%,-29,1

Only Shiga inhibitor and AMA1 RON2 block, for 2 of the compounds above:
smiles	Shiga inhibitor	AMA1 RON2 block
CC1CCN(CCOc2cc(Cl)ccc2Cl)CC1	-6	-14%
CCOC(=O)/C=c1\s/c(=C(\C#N)C(=O)NC)n(-c2ccccc2)c1=O	-3	16%

An excerpt of these results, field by field:
CCOP(=O)(OCC)c1cc(CC)ccc1O
  Giardia FBPA inh: 5% | AmpC inh detg: 5% | AMA1 RON2 block: 6% | Shiga inhibitor: -4 | AmpC no deterg: -2% | HCMV inh: -19 | CHX counter: 5

CCCCc1ccc(NC(=O)COc2ccc(C(=O)Nc3ccccc3C)cc2)cc1
  Giardia FBPA inh: 2% | AmpC inh detg: u | AMA1 RON2 block: x | Shiga inhibitor: -12 | AmpC no deterg: -33% | HCMV inh: x | CHX counter: 2

CCN1C(C)=C(C)S/C1=C1\SC(=S)N(C2CCCCC2)C1=O
  Giardia FBPA inh: 0% | AmpC inh detg: -3% | AMA1 RON2 block: -5% | Shiga inhibitor: 3 | AmpC no deterg: 6% | HCMV inh: u | CHX counter: -2

Cc1ccc(S(=O)(=O)N2CCOCC2)cc1C(=O)c1nccn1C
  Giardia FBPA inh: 0% | AmpC inh detg: 4% | AMA1 RON2 block: -9% | Shiga inhibitor: -4 | AmpC no deterg: 21% | HCMV inh: -3 | CHX counter: -3

Next section:
compound,Giardia FBPA inh,AmpC inh detg,AMA1 RON2 block,Shiga inhibitor,AmpC no deterg,HCMV inh,CHX counter
COc1ccc(CC(=O)NCc2ccccc2Cl)cc1S(=O)(=O)N1CCOCC1,0%,-17%,9%,26,88%[activator],16,-2
Cc1sc2nc(CSCC(=O)N(C)CC(=O)Nc3ccc(F)cc3)[nH]c(=O)c2c1C,x,-9%,8%,x,-24%,9,x
Nc1nc(Cl)cc(N2CCC(c3cc(-c4ccc(Cl)cc4)n[nH]3)CC2)n1,-1%,u,-15%,-14,31%,-104*,-1
Cc1sc(NC(=S)Nc2ccc(F)cc2)c(C(N)=O)c1C,u,7%,73%[activator],48,-25%,-31,-1
NC1=NCc2ccccc21,-5%,-11%,6%,-5,-14%,19,-2
O=C(OCc1nnc(-c2ccccc2)o1)c1cc(S(=O)(=O)N2CCOCC2)ccc1F,x,-15%,-15%,x,u,21,x
COc1ccc(C(C(=O)NC2CCCC2)N(C(=O)c2ccco2)c2ccccc2OC)cc1 (stereo not given),x,4%,-7%,-4,52%,-38,-5
CNS(=O)(=O)c1cc(OC)c(OC)cc1CC(=O)OC,4%,-1%,3%,10,-25%,-13,-3

Outcome played no part in choosing rows; any-hit rate near 16%.
